# Bioassay records from PubChem BioAssay.
# 5HT1E antag = antagonists of human 5-HT1E serotonin receptor; inhibition, % at 6 µM; 65,000 tested, 0.99% active; CHO 5-HT1E Ga15 NFAT-bla reporter, FRET, antagonist; P28566;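 active means inhibition above a set limit, the mean inhibition across every tested compound plus 3 SD, cut at about 29% in these data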;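 further: signal is the 460 over 535 nm emission ratio of beta-lactamase substrate; 0% = agonist plus DMSO wells and 100% = wells without agonist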
# Target sequence (P28566 whole entry, looked up): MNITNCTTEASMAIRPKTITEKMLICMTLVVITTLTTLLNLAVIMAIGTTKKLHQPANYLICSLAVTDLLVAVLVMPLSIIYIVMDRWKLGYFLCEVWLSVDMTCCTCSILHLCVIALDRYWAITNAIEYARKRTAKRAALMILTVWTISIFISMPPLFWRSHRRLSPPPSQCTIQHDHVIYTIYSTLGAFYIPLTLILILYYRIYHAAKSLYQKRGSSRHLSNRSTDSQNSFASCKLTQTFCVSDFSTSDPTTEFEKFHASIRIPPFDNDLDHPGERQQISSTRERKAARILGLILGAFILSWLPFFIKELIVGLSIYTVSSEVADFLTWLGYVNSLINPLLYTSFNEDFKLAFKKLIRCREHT
# Her2 expr inh = Her2 kinase expression inhibition | SKBR-3 HER2 protein level, AlphaScreen, 18-24 h; active compounds read low | HER2 level % of control, % at 10 µM | 65,000 tested, 0.69% active;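 active means HER2 level under 5% of the carrier-only control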;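 further: 100% = DMSO carrier and 0% = 500 nM PU-H71 HSP90 inhibitor; lower value means stronger loss of Her2 protein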
# A340 absorber = compound absorbs light at 340 nm | compound absorbance at 340 nm, fold over control | fold change at 10 µM | 65,000 tested, under 10 active;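 active means at 10 µM dose, initial 340 nm absorbance at least 2 fold that of control wells; inactive means change under 2 fold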;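 further: initial absorbance extrapolated from kinetic A340 decline of NADH oxidation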
# S1P1 ag-PAM = activates or potentiates agonism at human S1P1 receptor | P21453 | S1P1 CRE-bla cells, forskolin, beta-lactamase FRET, potentiator mode; S1P1 agonist co-added at EC20, 2 nM; 100% = saturating reference agonist, 0% = basal | 56,000 tested, 0.57% active | activation, % at 9.5 µM;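 active means activation above a cutoff set at the mean activation of all tested compounds plus 3 SD, cut at about 54% in these data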;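 further: forskolin at 4 µM as EC80 and the EC20 agonist is SEW2871; 100% = SEW2871 at its EC100 plus forskolin at EC80; some compounds past the cut are filed as inactive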
# Target sequence (P21453 whole entry, looked up): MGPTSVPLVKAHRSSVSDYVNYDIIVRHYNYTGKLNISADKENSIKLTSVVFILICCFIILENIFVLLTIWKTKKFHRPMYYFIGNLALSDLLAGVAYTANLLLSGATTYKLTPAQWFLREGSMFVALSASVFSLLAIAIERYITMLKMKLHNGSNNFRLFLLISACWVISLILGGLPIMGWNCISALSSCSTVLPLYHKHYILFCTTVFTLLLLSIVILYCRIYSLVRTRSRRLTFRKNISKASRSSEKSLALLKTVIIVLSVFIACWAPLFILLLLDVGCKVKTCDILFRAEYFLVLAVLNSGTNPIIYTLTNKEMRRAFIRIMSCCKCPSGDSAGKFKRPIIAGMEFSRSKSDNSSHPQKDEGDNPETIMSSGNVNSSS
# MMP-13 inhibitor = inhibitors of human MMP13. MMP-13 fTHP FRET cleavage, Mca fluorescence. AID 570. 65,000 tested, 0.07% active. inhibition, % at 4 µM;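 active means inhibition above the mean of compound-free control plate wells plus 3 SD, cut at about 14% in these data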;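 further: 0% = DMSO wells and 100% = wells with reference MMP-13 inhibitor after basal subtraction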
# S1P3 agonist = agonists of human S1P3 receptor; Q99500; S1P3 NFAT-BLA reporter cells, agonism, FRET ratio; relative to 1 µM S1P, basal subtracted; activation, % at 4.5 µM; 60,000 tested, 0.1% active;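 active means activation above the screen-wide mean plus 3 SD, cut at about 4.5% in these data, passing the limit was not always enough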; further: some compounds called inactive have numbers as strong as hits
#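 material = human S1P3 NFAT-BLA reporter CHO cells | schedule = 4 h compound at 37 °C, 2 h substrate at RT | measured by = fluorescent BLA substrate, ex 405 nm, em 460/535 nm ratio | controls = 1 µM S1P reference | replication = primary once, confirmation triplicate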
# 5HT1E ag = agonists of human 5-HT1E serotonin receptor; P28566; CHO 5-HT1E Ga15 NFAT-bla reporter, FRET; 0% DMSO wells, 100% control agonist wells; activation, % at 6 µM; 65,000 tested, 0.69% active;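 active means activation above a set limit, the screen-wide mean activation plus 3 SD, cut at about 8.5% in these data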;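 further: 100% = positive control agonist at 1 µM giving full maximal response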
# Autofluor 339 = intrinsic fluorescence of library compounds, ex339/em460 – biochemical, MLSMR library, data from DPM-DC assay, artefact control, profiling panel. fluorescence fold increase at 10 µM. compound autofluorescence, ex339/em460 nm, NADH buffer; active compounds read high; 1 = no-compound wells, NADH background. AID 709. 65,000 tested, 5.5% active;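 active means at 10 µM, mean starting fluorescence two-fold or more over control wells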;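 further: signal is the first read of a kinetic run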
# 5HT1a antag = 5-HT1a (human) receptor antagonism; CHO 5-HT1a Ga15 NFAT-bla reporter, antagonist mode; inhibition, % at 10 µM; 62,000 tested, 0.68% active; AID 612;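 active means inhibition above the mean of all tested compounds plus 3 SD, cut at about 43% in these data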;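 further: receptor stimulated by 5-CT agonist at 100 nM near EC80; beta-lactamase reporter measured by ratiometric fluorescence of a cleavable substrate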
# The depositor's hits bear a star; / = no result given.
5HT1E antag	A340 absorber	S1P3 agonist	S1P1 ag-PAM	5HT1E ag	5HT1a antag	Autofluor 339	smiles	MMP-13 inhibitor	Her2 expr inh
-7.7	1.03	-0.4	/	1.0	-1.5	0.01	CCC(=O)Nc1cccc(-c2nnc(SCC(=O)c3ccccc3)n2C)c1	1.1	98.1
0.1	1.02	-0.1	-14.3	1.0	-15.7	1.3	O=C(O)CCCC(=O)Nc1cccc(-c2nc3ccccc3[nH]2)c1	-31.1	94.8
-9.1	1.1	0.8	-13.7	-0.3	-6.2	1.12	CCOC(=O)N1CCN(S(=O)(=O)c2cccc3ccc(C)nc23)CC1	-3.8	95.5
0.6	1.01	-0.9	-23.3	0.7	-11.7	1.13	Cc1ccc(C)c(C(=O)CSc2n[nH]c(-c3ccncc3)n2)c1	0.8	80.9
-1.4	1.11	-3.9	1.5	-0.6	/	1.07	CC(=O)C1=C(O)C(=O)N(Cc2cccnc2)C1c1ccccc1Cl (configuration not stated)	-8.4	86.1
-5.6	1.03	-1.0	-6.1	0.5	8.0	1.01	CC(O)/C=C/c1cccc[n+]1C (configuration not stated)	7.9	89.2
3.4	1	-0.2	/	0.3	-5.8	1.06	Cc1ccc(CCC(=O)Nc2ccc(S(N)(=O)=O)cc2)o1	1.3	/
-0.8	1.03	-3.3	2.6	-0.5	/	1.12	CCN(CC)CCCN1C(=O)C(=O)/C(=C(/O)c2ccc3c(c2)CC(C)O3)C1c1cccnc1 (configuration not stated)	-2.4	74.9
-1.5	0.99	1.0	-12.3	-0.5	7.1	1.08	Cc1ccc(C)c(-n2c(Cc3cc(=O)[nH]c(=O)[nH]3)nnc2SCC(=O)NCC2CCCO2)c1 (configuration not stated)	3.9	76.8
-8.8	1.05	-0.5	-17.1	0.3	-3.0	1.06	CC1(C)CC(=O)c2cnc(NCC3CCCO3)nc2C1 (configuration not stated)	-2.8	64.2
-5.2	0.99	-1.5	99.8	1.2	39.6	1.09	CCCCNc1cc(C)nc(NCc2ccccc2)n1	4.1	51.8
-0.3	1.04	-1.2	/	0.0	2.2	1.04	O=S(=O)(c1ccc2c(c1)OCCO2)N1CCN(c2cccc(Cl)c2)CC1	7.5	69.3
2.4	1.02	-0.4	3.4	0.1	-3.6	1.05	O=C(c1ccco1)N1CCN(S(=O)(=O)c2ccc(Br)s2)CC1	3.8	141.1
6.0	1.01	-1.2	-16.2	0.4	-10.9	1.1	C/C(Cl)=C/Cn1c(=O)c2c(nc(Br)n2Cc2ccccc2)n(C)c1=O	-2.3	85.0
2.1	1.01	-0.9	-28.0	-1.1	-8.7	1.11	O=C(CC(=O)NCc1cccnc1)NCc1cccnc1	7.0	105.9
6.9	1.1	-1.0	-19.7	-1.2	6.0	3.4*	COC(=O)c1c(C(=O)OC)c2cc(C)ccn2c1Cl	-28.2	67.3
2.6	1.03	-0.8	7.6	-0.4	11.6	0.98	CCCOc1ccc(/C(O)=C2/C(=O)C(=O)N(CCCOC)C2c2ccncc2)cc1 (configuration not stated)	3.9	84.3
6.4	1.04	-0.7	-2.1	-0.4	-0.5	1.1	Cc1cc(C)c2c(c1)NC(=O)C2(O)CC(=O)c1cccs1 (configuration not stated)	6.9	81.0
-4.3	0.98	-1.0	-7.9	-0.7	8.8	1.07	Cc1cc(C)n(-c2ccc(N3CCOCC3)nn2)n1	1.8	112.0
-4.2	1.02	-1.7	3.1	1.1	0.4	1.1	O=C(CN(c1ccc(Cl)c(C(F)(F)F)c1)S(=O)(=O)c1ccccc1)N1CCOCC1	-3.8	75.7
11.5	1	-1.2	-8.5	-0.8	-0.7	1.05	O=C(NCC(=O)N(CC1CCCO1)C(C(=O)NC1CCCC1)c1ccc(F)cc1)c1ccco1 (configuration not stated)	0.5	47.6
6.1	1.04	-1.1	28.4	0.5	-8.7	1.12	Cc1ccc(Oc2ccc(NC(=O)c3ccco3)cc2)cc1	2.7	131.3
-7.8	1.02	0.1	-2.7	0.2	-6.0	1.08	O=C(Nc1cccnc1)Nc1ccc(Br)cc1Cl	1.3	104.0
-2.4	1.01	-0.1	-30.7	-1.0	2.3	1.14	COc1ccc(CNC(=O)c2ccccc2SC)cc1	-0.1	94.4
-2.9	1.04	-0.8	/	0.4	15.8	1.28	Cc1ccc(-c2nn3c(C)nnc3c3ccccc23)cc1S(=O)(=O)NCc1ccco1	0.4	45.5
-7.2	0.98	-0.9	-14.8	1.2	11.3	1.06	CC(=O)c1ccc(NC(=O)C2CCCNC2=O)cc1 (configuration not stated)	0.5	90.8
-9.4	1.03	-0.7	-4.8	-0.7	-1.7	1.04	CCC(C)N1CC(C(=O)NC2CCCCC2)CC1=O (configuration not stated)	4.4	91.6
-6.0	1	0.3	-52.0	1.2	-25.4	1.21	N#CCSc1nc2c(cc1C#N)CCCC2	-2.3	82.7
6.4	1.02	-0.1	3.9	-0.5	1.0	1.18	O=S1(=O)CCN=C2SC3=C(CCCC3)N21	-1.3	107.4
-8.6	1.05	-1.1	-2.4	1.1	-6.6	1.04	N=c1ccn(Cc2ccc(Cl)cc2)cc1	5.2	89.9
-9.6	1.06	-1.3	6.1	0.1	18.6	1.09	O=C(NCc1ccco1)C1CCN(c2nc3ccccc3n2Cc2ccc(F)cc2)CC1	2.1	90.9
-2.1	0.98	/	/	-0.2	11.3	1.01	CCCCOC(=O)Cn1c(=N)n(CCN2CCOCC2)c2ccccc21	2.0	86.1
0.3	1.02	-0.3	/	0.0	5.0	1.14	O=C(C1CCC(C(=O)N2CCCCC2)CC1)N1CCCCC1 (configuration not stated)	0.7	69.3
1.5	0.99	0.1	-12.5	-0.7	-8.0	1.08	O=C(CCCCn1c(=O)[nH]c2ccccc2c1=O)NCc1ccc2c(c1)OCO2	1.3	124.2
-13.9	1.01	-0.2	3.2	-0.1	-15.7	0.94	O=C(OCC(=O)N1CCCC1)c1cccs1	0.0	108.1
17.4	1.02	-0.4	-7.4	-0.1	-0.2	3.17*	CCCc1nc2oc3c(NCC4CCCO4)ncnc3c2c2c1COC(C)(C)C2 (configuration not stated)	-20.2	132.0
-9.0	1.13	-0.6	-1.9	1.0	-11.2	1.13	O=C(Nc1nnc(-c2cccs2)o1)c1cccc(C(F)(F)F)c1	5.3	47.7
9.0	1.03	-1.0	12.9	-0.2	-3.5	1.18	CCc1ccc(NS(=O)(=O)c2ccc3[nH]cc(C(=O)NCC4CCCO4)c(=O)c3c2)cc1 (configuration not stated)	-4.1	67.6
-1.9	0.98	-1.1	-11.5	-0.2	0.9	1.02	CNC(=O)CC(C(=O)O)c1ccc(OCC(C)C)cc1 (configuration not stated)	3.1	100.7
-1.9	1.01	0.4	-6.8	-0.1	-0.8	1.04	O=C(C1CCCCC1)N1CCC(n2nnc3ccccc32)CC1	-3.3	71.7
-4.7	0.99	-0.3	-8.9	-0.1	-1.9	1.09	O=C(Nc1ccc2c(c1)OCCO2)C1CCN(S(=O)(=O)c2cccc3nsnc23)CC1	1.8	61.0
9.1	1.02	/	/	-1.5	6.9	1.06	O=C(COC(=O)C1CCC1)Nc1ccc(OC(F)F)cc1	-0.7	62.3
0.7	1.01	-0.9	-0.4	0.0	10.0	1.13	COc1cc(OC)c(OC)cc1CNc1cc(C)ccc1OC	-0.6	74.5
18.8	1.03	-0.7	-7.2	0.2	6.0	2.02*	CCOc1cc2[nH]c(=O)n(Cc3cccc(OC)c3)c(=O)c2cc1OCC	-9.7	65.2
-3.7	1.02	1.0	-24.3	0.3	-6.4	1.07	Cc1ccc2c(c1)NC(=O)C(CC(=O)NCc1cccnc1)O2 (configuration not stated)	-12.0	77.5
5.0	1	-1.0	-8.5	-1.1	-10.0	1.09	Cc1ccccc1OCc1nnc2c3cnn(C)c3ncn12	-1.6	100.0
-0.8	1.01	0.6	-1.7	0.6	5.1	0.97	COc1ccccc1N1CCN(Cc2nnnn2CCc2ccccc2)CC1	-5.9	102.4
-1.8	1	-0.3	-6.1	-0.9	-15.4	0.98	CC1(C)C(c2cccs2)=[N+]([O-])C2(CCCCC/C2=N\O)N1O (configuration not stated)	-4.0	91.8
-2.9	1.06	-0.5	-36.0	0.6	-6.5	1.24	C=CCNC(=O)c1ccccc1NS(=O)(=O)c1ccccc1	-3.4	60.3
4.6	1.01	-0.1	1.1	-0.9	11.7	1.18	Cc1oc(C)c2c(=O)ccc3c(c12)OC(N)=C(C#N)C3c1ccccc1Cl (configuration not stated)	-6.6	63.5
-5.6	1.01	-0.7	14.8	-1.1	-2.3	1.09	CCOC(=O)N1CCN(S(=O)(=O)c2ccc3c(c2)OCC(=O)N3)CC1	-5.5	92.0
10.4	0.99	-0.7	-11.8	-0.5	5.0	1.06	CCOC(=O)CCC(=O)Nc1ccc(S(=O)(=O)N2CCCC2)cc1	-2.0	129.5
-5.6	1.04	-1.4	-4.4	0.8	-2.9	1.07	COc1ccccc1S(=O)(=O)Cc1ccc(C(=O)NCc2cccnc2)o1	2.6	89.7
4.0	1	-0.1	3.6	-0.8	14.4	1.04	COC(=O)Nc1nc2c(C)cccc2s1	-1.4	87.6
26.2	1.03	-0.3	10.1	-0.3	9.0	1.02	CCOc1cc(C(=O)Nc2ccc3c(c2)OCO3)ccc1OC(F)F	0.2	86.2
-0.4	0.99	/	/	-0.4	8.9	1.07	Cn1nnnc1SCC(=O)N1CCN(C(c2ccccc2)c2ccccc2)CC1	1.8	111.7
42.7*	1.02	-1.9	113.2*	0.0	50.3*	1.12	CC1=C(C(=O)OCc2ccc3c(c2)OCO3)C(c2ccc(Cl)cc2)NC(=O)N1 (configuration not stated)	2.3	20.4
-4.6	1	-3.9	12.4	-0.9	/	1.09	c1ccc(OCc2nn3c(-c4ccco4)nnc3s2)cc1	1.0	51.3
-4.1	0.99	-0.5	32.3	-0.4	40.0	1.03	COc1ccc(C(c2nnnn2C2CCCC2)N2CCc3ccccc3C2)cc1OC (configuration not stated)	0.7	80.8
7.2	1.12	-1.0	21.4	-0.9	-5.3	1.23	O=C(COc1ccc(Br)cc1)Nc1ccc(-c2nnc(-c3ccco3)o2)cc1	-16.6	90.2

# Additional compounds follow.
5HT1E antag	A340 absorber	S1P3 agonist	S1P1 ag-PAM	5HT1E ag	5HT1a antag	Autofluor 339	smiles	MMP-13 inhibitor	Her2 expr inh
1.2	1.01	/	/	-1.9	2.3	1.06	CC(c1ccccc1F)n1cc(C(=O)NCc2ccncc2)nn1 (configuration not stated)	-0.8	97.7
8.8	1.01	-0.1	-11.2	0.7	-0.6	1.08	Cn1c(=O)[nH]c(=O)c2c1nc(Br)n2CCC(=O)c1ccccc1	0.3	92.8
5.1	0.98	-0.9	6.2	-0.5	-45.1	1.14	COc1cccc(-n2nnc3c(=O)n(Cc4c(F)cccc4Cl)cnc32)c1	-0.7	123.7
-0.7	1	0.2	/	-0.8	-5.3	0.99	CCOC(=O)c1ccc(NC(=O)COc2ccc(-n3cnnn3)cc2)cc1	7.0	108.4
17.8	1.07	-1.0	72.0	-0.1	16.1	1.01	COc1ccccc1OCc1nc(C#N)c(N2CC(C)CC(C)C2)o1 (configuration not stated)	4.5	58.6
-6.4	1.02	-1.0	-24.3	0.1	15.8	1.16	Nn1c(Nc2ccccc2)nc2ccccc21	2.9	106.6
